GSK3 alpha inh: blocks human GSK-3 alpha kinase | P49840 | ADP-Glo luminescence, 60 min | inhibition, % at 10 µM | hit rate 0.1% among 320,000 | AID 2650;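 in the data active = inhibition above about 50%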;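 also: GST-tagged GSK-3 alpha with peptide substrate and 25 µM ATP; 0% = DMSO neutral wells and 100% = GW8510 positive control wells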
KCNK9 inh: blocks the human KCNK9 two-pore domain potassium channel; Q9NPC2; HEK293 KCNK9, FluxOR thallium flux fluorescence; active compounds read low; B-score at 10 µM; hit rate 1.2% among 310,000; AID 488922;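 active = ratio B-score over 3 SD below the library mean, with starting fluorescence within 5 SD of its mean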;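 also: negative B-score means less thallium flux so channel inhibition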
Target sequence (Q9NPC2 whole entry, looked up, the tested form may be a part): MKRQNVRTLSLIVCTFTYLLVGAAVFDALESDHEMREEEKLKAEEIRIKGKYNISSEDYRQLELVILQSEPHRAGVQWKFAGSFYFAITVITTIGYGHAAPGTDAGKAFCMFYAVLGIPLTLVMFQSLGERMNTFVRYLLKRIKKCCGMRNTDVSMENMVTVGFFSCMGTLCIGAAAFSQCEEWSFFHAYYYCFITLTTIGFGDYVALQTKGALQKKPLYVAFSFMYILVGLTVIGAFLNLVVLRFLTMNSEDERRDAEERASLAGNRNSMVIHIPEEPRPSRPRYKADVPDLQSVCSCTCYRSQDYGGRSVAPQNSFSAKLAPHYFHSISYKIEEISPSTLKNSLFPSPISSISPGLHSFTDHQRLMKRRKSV
KCNQ1 block: human KCNQ1 channel inhibition; B-score at 10 µM; AID 2642; hit rate 1.3% among 310,000; CHO-K1 KCNQ1, FluxOR thallium flux fluorescence; active compounds read high; P51787;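 active = compounds whose thallium flux B-score, printed positive for inhibition, exceeds three library SD while starting fluorescence stays within three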;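 also: channel opened by potassium depolarization with thallium stimulus after 20 min compound exposure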
Target sequence (P51787 whole entry, looked up): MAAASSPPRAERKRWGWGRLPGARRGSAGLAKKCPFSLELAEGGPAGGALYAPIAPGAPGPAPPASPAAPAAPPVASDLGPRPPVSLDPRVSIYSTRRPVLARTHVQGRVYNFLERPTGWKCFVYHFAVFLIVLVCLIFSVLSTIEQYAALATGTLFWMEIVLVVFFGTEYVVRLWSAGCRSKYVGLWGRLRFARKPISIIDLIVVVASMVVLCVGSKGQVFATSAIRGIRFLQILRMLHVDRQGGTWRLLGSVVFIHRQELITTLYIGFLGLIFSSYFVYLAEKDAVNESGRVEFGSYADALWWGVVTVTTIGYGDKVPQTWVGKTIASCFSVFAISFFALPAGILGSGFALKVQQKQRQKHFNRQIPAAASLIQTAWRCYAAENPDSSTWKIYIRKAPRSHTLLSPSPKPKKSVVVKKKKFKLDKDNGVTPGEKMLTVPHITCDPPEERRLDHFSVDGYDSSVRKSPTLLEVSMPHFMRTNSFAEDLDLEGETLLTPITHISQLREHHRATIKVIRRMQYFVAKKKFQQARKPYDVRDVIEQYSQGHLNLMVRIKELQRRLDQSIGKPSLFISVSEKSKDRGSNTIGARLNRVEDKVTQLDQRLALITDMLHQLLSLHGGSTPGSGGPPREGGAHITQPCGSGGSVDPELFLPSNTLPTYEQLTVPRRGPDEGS
KCNQ1 pot: human KCNQ1 channel potentiation or activation. AID 2648. CHO-K1 KCNQ1, thallium flux FluxOR fluorescence; active compounds read high. P51787. hit rate 0.35% among 310,000. B-score at 10 µM;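 active = fluorescence ratio B-score, a plate-corrected score, at least three library SD, with initial intensity B-score within 5 SD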
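System: CHO-K1 cells stably expressing KCNQ1 / Medium: assay buffer for compound exposure, DMSO matched across wells / Reagent: thallium- and potassium-containing depolarizing buffer / Compound: one concentration, matched DMSO / Incubation: 20 min compound pretreatment at room temperature / Measured by: kinetic FluxOR fluorescence, 10 s baseline plus 110 s post-stimulus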
PolyA inh: yeast polyadenylation inhibition; hit rate 0.02% among 300,000; S. cerevisiae SKY197-pL101 polyadenylation reporter, beta-gal luminescence; efflux-impaired pdr1/pdr3 knockout yeast; score 100 = 6 SD above DMSO; calls only at 12 µM;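 active = lowest replicate activity score at least 50, where 100 means six control SD above control mean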;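 also: yeast exposed to compound for 9 h at 30 °C; higher score means more reporter readthrough which indicates perturbed polyadenylation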
HDAC3 inhib: inhibitors of human histone deacetylase 3 | O15379 | hit rate 0.15% among 320,000 | AID 2718 | recombinant HDAC3, fluorogenic peptide/trypsin coupled, fluorescence | inhibition, % at 8.3 µM; in the data active = inhibition above about 26%, passing the limit was not always enough
hERG rescue: compounds protecting human hERG from proarrhythmic drug block; Q12809; CHO-hERG, FluxOR thallium flux, dofetilide IC70 present; activation (rescue from dofetilide block), less the hit threshold, % at 10 µM; hit rate 0.51% among 310,000;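 active = activation above the mean of controls blocked by dofetilide plus 5 SD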;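 also: thallium influx through hERG after potassium depolarization seen as dye fluorescence rise; in these data hits start at about 4.7%; inactives centre near -7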
GSK3beta inhib: blocks human GSK3beta kinase activity; AID 2097; hit rate 0.038% among 300,000; activity score (negative = inhibition), % at 10 µM; GST-GSK3beta kinase, ADP-Glo luminescence, 60 min; active compounds read low; P49841;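 active = more than half of replicate wells score below -50%, meaning over 50% inhibition versus plate controls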;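 also: 0% = median DMSO wells and -100% = median GW8510 positive control wells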
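Test system – GST-tagged human GSK3beta kinase, cell-free · Incubation – 60 min enzyme reaction, room temperature · Signal – ADP-Glo luminescence · Also added – peptide substrate and ATP at 25 µM · Controls – DMSO neutral wells and GW8510 at 20 µM as positive · Buffer or medium – Tris/MgCl2 kinase buffer · Measure – Luminescence-derived activity versus plate DMSO and GW8510 wells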
Dyrk1A ADPGlo: inhibitors of rat Dyrk1A kinase. ADP-Glo luminescence, NFATc1 peptide. inhibition, % at 12.5 µM. hit rate 0.43% among 310,000. AID 504441; in the data active = inhibition above about 50%;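 also: plate controls were vehicle with enzyme for no effect and no enzyme for full effect; many of its hits are not listed in these tables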
RGS4 pot: potentiators or activators of RGS4; HEK293 M3R/inducible RGS4, carbachol calcium flux Fluo4; active compounds read low; B-score at 10 µM; hit rate 0.92% among 310,000; AID 463111;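 active = B-score of the integrated calcium signal more than 4 SD below the library mean, with starting fluorescence not abnormally high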;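 also: negative B-score means reduced calcium response which marks RGS4 activation or potentiation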
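test system = M3R-expressing HEK293 line, RGS4 induced by doxycycline | probe or stimulus = carbachol at ECmax as muscarinic agonist stimulus | timing = dye loading 30 min 37 °C, buffer rest 30 min RT | signal = calcium dye Fluo4 fluorescence | evaluation = B score from integrated fluorescence ratio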
KCNK3 block: human KCNK3 channel inhibition, primary screen; CHO-KCNK3 thallium flux, FluxOR fluorescence; active compounds read low; B-score at 10 µM; hit rate 0.84% among 340,000;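 active = B-score under library mean minus 4 SD, starting fluorescence ratio at most library mean plus 5 SD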;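 also: more negative B-score means stronger inhibition of thallium flux through KCNK3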
Active calls of the source: *; i = inactive; . = no result given. Only part of the results is shown. The share of hits here may be higher or lower than overall.

SMILES	GSK3 alpha inh	KCNK9 inh	KCNQ1 block	KCNQ1 pot	PolyA inh	HDAC3 inhib	hERG rescue	GSK3beta inhib	Dyrk1A ADPGlo	RGS4 pot	KCNK3 block
CC(C)n1c(SCCCc2ccccc2)nc2c1c(=O)[nH]c(=O)n2C	.	i	i	i	i	.	-10	-2	-1	i	i
COc1ccc(C(=O)N2CCN(C)C(=O)[C@@H]2C)cc1OC1CCN(C(C)C)CC1	2	i	i	i	i	-4	-11	3	-4	i	i
CCc1ccccc1NC(=S)N(CCN(C)C)Cc1cccs1	3	i	i	i	i	-2	-5	1	1	i	i
Cc1onc(-c2c(Cl)cccc2Cl)c1C(=O)NCC1CCCO1 (centres undefined)	2	i	i	i	i	-1	-7	0	-3	i	i
O=C(Cn1nnc(-c2ccccc2F)n1)NCCc1ccccc1	-2	i	i	i	i	1	-13	1	0	i	i
Cc1ccc2nc3c(c(C(=O)OCC(=O)N(C)C4CCS(=O)(=O)C4)c2c1)CCCC3 (centres undefined)	1	i	i	i	i	-9	-19	-5	17	i	i
COc1ccccc1C(=O)NCCC(=O)NCC(c1ccco1)N1CCCCC1 (centres undefined)	-2	i	i	i	i	3	-9	1	14	i	i
Cc1cc(/C=C(\C#N)C(=O)NCc2ccco2)c(C)n1C1CCCC1	0	i	i	i	i	6	-11	2	-4	i	i
CCn1c(SCC(=O)Nc2ccc(C)cc2)nc2nc3c(cc2c1=O)COC(C)(C)C3	1	i	i	i	i	10	-10	1	2	i	i
CC1=NN(C(C#N)c2c(C)nn(Cc3ccccc3)c2C)C(C)(C)C1 (centres undefined)	-6	i	i	i	.	1	-9	1	6	i	i
C=C(C)COc1ccc(-c2[nH]ncc2Oc2ccc(OC)cc2)c(O)c1	1	i	i	i	i	.	-10	1	0	i	i
CC(=O)c1ccc(N2CCN(S(=O)(=O)c3ccc(-c4cnc(C5CC5)o4)cc3)CC2)cc1	-2	i	i	i	i	-7	-5	4	7	i	i
CCOCCCNCc1ccc(OCCC(C)C)c(OC)c1	-2	i	i	i	i	-2	-15	4	-4	i	i
O=C(NC1=NCCS1)c1ccc(C(F)(F)F)cc1	-3	i	i	i	i	-1	0	5	2	i	i
NCC/C=C1/c2ccccc2CSc2ccccc21	10	i	i	i	i	-2	-6	2	20	-7*	i
COc1ccc(C(=O)C2CCN(C(=O)c3ccc(F)cc3)CC2)cc1	0	i	i	i	i	-2	-9	-2	7	i	i
Cc1ccc(N2CC(C(=O)Nc3ccc(S(=O)(=O)Nc4nccs4)cc3)CC2=O)cc1C (centres undefined)	-3	i	i	i	i	-1	-12	2	.	i	i
Cc1ccc(NC(=S)NCCc2ccc(Cl)cc2)c(C)c1	.	i	i	i	i	10	-6	-3	5	i	i
O=C(c1ccc(Cl)cc1)N1CCN(C(=O)C2CCCCC2)CC1	-1	i	i	i	i	-4	-7	-2	-1	i	i
Cc1ccc(-n2ncc3c2CC(C)(C)CC3NC(=O)c2c(C)noc2C)cc1 (centres undefined)	.	i	i	i	i	-6	-3	5	-1	i	i
CC(=O)Nc1cccc(NC(=O)CSc2nnc3ccc(-c4cccnc4)nn23)c1	8	i	i	i	i	0	-9	-4	-2	i	i
CS(=O)(=O)N(CCc1ccccc1)CC(=O)NCc1ccccc1Cl	-4	i	i	i	i	-7	-7	1	-1	i	i
O=C(NC1CC1)C1=C[C@H](c2coc3ccccc3c2=O)C[C@H](OCc2ccc(CO)cc2)O1	3	i	i	i	i	-1	-2	4	9	i	i
COc1ccc(-c2csc(N(CC(C)C)C(=O)c3ccco3)n2)cc1	1	i	7*	i	i	5	-4	-2	14	i	-9.9*
CCOC(=O)CSc1nnc(CNC(=O)c2ccccc2OC)n1-c1ccc(OC)cc1	-1	i	i	i	i	-2	-11	-2	1	i	i
CC(CCCC(C)(C)O)CC1C2=C(CCCC2=O)OC2=C1C(=O)CCC2 (centres undefined)	1	i	i	i	i	6	-16	1	7	i	i
COc1ccc(NC(=O)CN2C(=O)NC3(CCCC3)C2=O)cc1Cl	0	i	i	i	i	2	-11	2	1	i	i
FC(F)Oc1ccccc1/C=N/n1cnc2ccccc21	-2	i	i	i	i	7	-11	0	8	i	i
COc1cccc(OCC(O)CN2CCN(c3ccc(F)cc3)CC2)c1 (centres undefined)	-3	i	i	i	i	-1	-8	-20	8	i	i
Cc1cccc(OCCCc2c(C)n[nH]c2C)c1	-2	i	i	i	i	11	-8	-1	9	i	i
CC(C)CC(=O)NS(=O)(=O)c1ccc(NC(=O)c2ccco2)cc1	-2	i	i	i	i	1	-6	0	3	i	i
Clc1ccccc1-c1ccc(/C=N/Nc2nncc(-c3ccccc3)n2)o1	-1	i	i	i	i	0	-10	2	7	i	i
COc1ccccc1C(=O)N1CCC(N2CCN(c3ccccc3OC)CC2)CC1	3	i	i	i	i	-2	-4	1	0	i	i
CC(C)(C)c1ccc(OCC(=O)Nc2ccc3c4c(cccc24)C(=O)NC3=O)cc1	.	i	i	i	i	.	-15	-2	2	i	i
Cc1ccccc1OCC(=O)NS(=O)(=O)c1ccc(Cl)cc1	3	i	i	i	i	0	-3	-1	8	i	i
CCOC(=O)c1ccccc1NC(=O)COC(=O)CN1C(=O)C2CC=CCC2C1=O (centres undefined)	2	i	i	i	i	-1	-15	0	7	i	i
COc1ccc(C)cc1S(=O)(=O)NC(C)C(=O)Nc1ccc2c(c1)OCO2 (centres undefined)	0	i	i	i	i	8	-6	.	-7	i	i
COC(=O)c1c(NS(=O)(=O)Cc2ccccc2)sc2c1CCCC2	-2	i	i	13*	i	-4	18*	6	3	i	i
Cc1ccc(OCCC(=O)OCC(=O)Nc2c(C)nn(-c3ccccc3)c2C)cc1	.	i	i	i	i	.	-15	-1	-5	i	i
CCN(c1ccccc1)c1nc(=O)c2cccnc2s1	1	i	i	i	i	-1	-5	-1	1	i	i
O=C(NC1CCCCC1)c1ccc(S(=O)(=O)N2CCCCC2)cc1	-3	i	i	i	i	-7	-8	-1	-8	i	i
O=C(Nc1ccccc1N1CCN(C(=O)c2ccccc2)CC1)c1ccco1	13	i	i	i	i	2	-14	1	0	i	i
Cc1cc(C)c(NC(=O)CNC(=O)c2ccccc2OCc2c(C)noc2C)c(C)c1	.	i	i	i	i	.	-9	-2	0	i	i
COC(=O)c1cc(NC(=O)c2ccc(F)cc2)cc(C(=O)OC)c1	1	i	i	i	i	-1	-2	-24	-1	i	i
NS(=O)(=O)c1ccc(NC(=O)COC(=O)C2(c3ccccc3F)CCCC2)cc1	-1	i	i	i	i	4	-1	1	0	i	i
COc1ccc(/C=C/C(=O)OCC(=O)NC(=O)NC(C)(C)C)cc1	0	i	i	i	i	-2	-7	-4	-1	i	i
CCn1cc(CNC(=O)/C=C/c2ccc([N+](=O)[O-])cc2)cn1	-1	i	i	i	i	4	-7	-5	0	i	i
COc1cc(OC)c2c(-c3ccccc3)cc(=O)oc2c1C(CC(=O)N1CCCC1)c1ccc2c(c1)OCO2 (centres undefined)	-1	i	i	i	i	4	-13	-3	10	i	i
Cc1cccc(CC(=O)Nc2cccnc2)c1	-1	i	i	i	i	-6	-4	-2	8	i	i
O=C(OCC(=O)c1ccc[nH]1)c1ccc(S(=O)(=O)N2CCCCCC2)cc1	-3	i	i	i	i	14	-8	2	-3	i	i
O=C(/C=C/c1c(Cl)nc2ccccn12)Nc1ccc(F)cc1	-1	i	i	i	i	-11	-11	3	-2	i	i
Cc1ccc2nc(N(CCCN(C)C)C(=O)c3cc4ccccc4oc3=O)sc2c1	-2	i	i	i	i	8	-11	0	-1	i	i
Cc1ccc(/C=C/C(=O)NC2CCCCCCC2)o1	0	i	i	i	i	13	-9	10	-3	i	i
COc1ccc(C(=O)OC(C)C(=O)NC2CCCCC2C)cc1S(=O)(=O)N1CCOCC1 (centres undefined)	1	i	i	i	i	-7	-6	1	-1	i	i
COc1ccc(C(=O)N[C@H](C(=O)OCC(=O)NC(=O)c2cccn2C)C(C)C)cc1	0	i	i	i	i	-6	-6	0	1	i	i
O=[N+]([O-])c1ccc(N2CCN(c3cccc(Cl)c3)CC2)nc1	0	-6.6*	i	i	i	4	-3	-1	4	i	i
COc1ccccc1NC(=S)NC(=O)Cc1ccccc1	2	i	i	i	i	-7	-3	-1	.	i	i
Cc1ccc(O)c(NC(=S)NC(=O)CC(C)C)c1	-1	i	i	i	i	3	-6	-15	20	i	i
Cc1cc(C)n(CC(C)C(=O)O)n1 (centres undefined)	-3	i	i	i	i	-22	0	6	.	i	i
O=C(COC(=O)/C(=C/c1cccs1)c1cccs1)NC(c1ccccc1)c1ccccc1	-5	-9.1*	i	i	i	9	-10	-2	-3	i	i

Record cards, as listed above. Values in the order: GSK3 alpha inh, KCNK9 inh, KCNQ1 block, KCNQ1 pot, PolyA inh, HDAC3 inhib, hERG rescue, GSK3beta inhib, Dyrk1A ADPGlo, RGS4 pot, KCNK3 block
Cc1ccc2nc3c(c(C(=O)OCC(=O)N(C)C4CCS(=O)(=O)C4)c2c1)CCCC3 (centres undefined) reads 1, i, i, i, i, -9, -19, -5, 17, i, i
Clc1ccccc1-c1ccc(/C=N/Nc2nncc(-c3ccccc3)n2)o1 reads -1, i, i, i, i, 0, -10, 2, 7, i, i
CCn1cc(CNC(=O)/C=C/c2ccc([N+](=O)[O-])cc2)cn1 reads -1, i, i, i, i, 4, -7, -5, 0, i, i

Continued.
SMILES	GSK3 alpha inh	KCNK9 inh	KCNQ1 block	KCNQ1 pot	PolyA inh	HDAC3 inhib	hERG rescue	GSK3beta inhib	Dyrk1A ADPGlo	RGS4 pot	KCNK3 block
CCOC(=O)c1ccccc1N/C=C1\CCCC1=O	4	i	i	i	i	1	-12	-3	-1	i	i
CCOc1cc(/C=C(\C#N)c2[nH]nc(N)c2C#N)ccc1O	37	i	i	i	i	8	-26	3	-3	i	i
Cc1c(Cl)cccc1Nc1nc(N)nc(CSc2ncccn2)n1	3	i	i	i	i	3	-6	3	-98	i	i
CCOc1ccc(Oc2ccc(-c3nnc(-c4ccccc4)o3)cc2[N+](=O)[O-])cc1	-2	i	i	i	i	-8	-7	2	1	i	i
Cc1ccccc1-c1nc2sc(-c3ccccc3)cc2c(=O)o1	0	i	i	i	i	0	-6	-2	4	i	i

Source: PubChem BioAssay (several laboratories)
